Shiga toxin inh = Shiga toxin inhibition; Vero cells, Shiga toxin protein synthesis inhibition reporter; inhibition, % at 38.7 µM; 290,000 compounds, 9.2% hits; AID 2315; in the data active = inhibition mostly above about 28%, no sharp cut-off; inactive = mostly below about 43%; note: 0% is about no effect
Pf growth 96h = inhibits malaria parasite growth, 96 h | 320,000 compounds, 6.9% hits | Potency, µM (doses to about 28.7 µM), without a hit: at the highest dose activity change, negative = inhibition, most hits filed as inhibitors | AID 504834 | P. falciparum luciferase reporter growth, 96 h; note: potency is the fitted concentration of half-maximal effect; % is set by controls: 0 for no effect and ±100 for the full control effect
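Erythrocytes infected with luciferase-expressing P. falciparum were dispensed at 2% hematocrit and 0.05% parasitemia (final), then incubated with compounds 96 hours at 37 C in 5% CO2. Luminescence after detection reagent addition reported growth.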
Giardia FBPA inh = Giardia lamblia aldolase inhibition. purified Giardia FBPA. Potency, µM (highest dose often 59.6 µM), for inactives: at the top dose activity, negative = inhibition, most hits filed as inhibitors. 290,000 compounds, 0.71% hits. AID 2451; note: potency is the fitted concentration of half-maximal effect; % is set by controls: 0 for no effect and ±100 for the full control effect; nearly all actives have a fitted effect of over 55% in size
Target sequence (A8B2U2 whole entry, looked up): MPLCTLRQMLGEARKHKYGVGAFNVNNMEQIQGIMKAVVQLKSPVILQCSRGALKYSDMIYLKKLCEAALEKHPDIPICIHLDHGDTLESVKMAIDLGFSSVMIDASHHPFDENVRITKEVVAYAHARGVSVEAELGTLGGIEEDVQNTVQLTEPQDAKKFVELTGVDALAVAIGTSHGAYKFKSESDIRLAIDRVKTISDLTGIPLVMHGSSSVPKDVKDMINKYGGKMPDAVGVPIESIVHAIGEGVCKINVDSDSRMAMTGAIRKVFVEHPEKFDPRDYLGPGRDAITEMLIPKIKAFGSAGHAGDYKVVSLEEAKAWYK
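Giardia FBPA (40 nM reagent) was preincubated 10 min at RT with compound (up to 57.5 uM final), then substrate plus GAPDH/TPI/NAD/arsenate coupling system with diaphorase/resazurin was added; resorufin fluorescence (525/598 nm) was read after 20 min.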
CHX counter = affects cycloheximide protein synthesis inhibition readout, counter-screen | 300,000 compounds, 12% hits | AID 2314 | cell reporter, cycloheximide protein synthesis inhibition counterscreen | max response, %; in the data active = max response mostly above about 13%, no sharp cut-off; inactive = mostly below about 14%; note: read at 38.3 µM for the half of the compounds with a filed dose; 0% is about no effect
Pf growth 48h = P. falciparum growth inhibition at 48 hours (one generation); 310,000 compounds, 5.9% hits; P. falciparum luciferase growth in erythrocytes, 48 h; Potency, µM (highest dose often 28.7 µM), for the others: at the top dose activity change, negative = inhibition, most hits filed as inhibitors; note: potency is the fitted concentration of half-maximal effect; % is set by controls: 0 for no effect and ±100 for the full control effect
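Cell-based growth assay: transgenic P. falciparum expressing firefly luciferase, cultured in red cells within RPMI 1640 containing 0.5% w/v Albumax, 24 mM bicarbonate and gentamycin. A drop in luciferase activity indicates inhibition.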
Sm TGR block = inhibitors of Schistosoma mansoni thioredoxin glutathione reductase; Q962Y6; purified TGR, DTNB reduction, TNB absorbance 405 nm; Potency, µM (titrated, usually from 114 µM), without a hit: at the top dose activity change, negative = inhibition, hits mostly inhibitors; 360,000 compounds, 3% hits; note: potency is the fitted concentration of half-maximal effect; % is set by controls: 0 for no effect and ±100 for the full control effect; nearly all actives have a fitted effect of over 60% in size
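TGR 20 nM + NADPH 100 uM (dispensed conc.), cpd preinc 15 min RT; start with NADPH (500 uM addition) then DTNB (15 mM addition). Kinetic TNB absorbance, 405 nm filter. Four-parameter Hill fit across titration.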
* hit, by the source's call; ? = inconclusive; / = no result given; & = joins results of further samples; [ ] = dose if it differs, or a comment. Unless noted, calls come from the whole dose curve; as a rule, active = well fitted curve in the direction sought with a large enough effect; inconclusive = small, poorly fitted or top-dose-only effect, or another doubt; inactive = no such curve, though single readings can be large; an effect the other way counts as inactive or inconclusive. Random draw from the library (roughly 24% active in at least one column).

SMILES	Shiga toxin inh	Pf growth 96h	Giardia FBPA inh	CHX counter	Pf growth 48h	Sm TGR block
COc1ccc(CNC(=O)CC(C)CC2=NS(=O)(=O)c3ccccc3N2)cc1 (configuration not stated)	-4	4%	-19%	1	-3%	-9%&1%
CC(C)(C)NC(=O)/C(=C\c1ccc(Br)cc1)NC(=O)c1cccs1	-18	?	3%	1	13%	0%
CC(CN(C)Cc1ccccc1)OC(=O)c1ccc(F)cc1 (configuration not stated)	-17	-20%	-24%	0	24%	-5%
c1ccc(C2c3[nH]c4ccccc4c3CCN2Cc2cccn2-c2cccnc2)nc1 (configuration not stated)	19	-24%	-20%	-2	?	16µM*
Cc1ccc(NC(=O)CCNS(=O)(=O)c2ccc3[nH]c(=O)oc3c2)cc1C	-10	3%	?	2	21%	1%
c1cncc(CNc2ncnc3sccc23)c1	-18	27%	4%	-2	14%	5%
Cc1ccccc1OCC(=O)OCn1nnc2ccccc2c1=O	0	29%	1%	1	32%[activator]	14%
CCOc1ccc(CC2C(=O)NC(=O)N(c3ccc(CC)cc3)C2=O)cc1 (configuration not stated)	-14	/	7%	9	-8%	-25%
C=CCn1c(SCc2ccc(C(=O)O)cc2)nc2sc(C)c(C)c2c1=O	-18	?	-27%	-3	3%	-7%
Cc1ccc2sc(-c3ccc(NC(=O)CCN4C(=O)c5ccccc5C4=O)cc3)nc2c1	85*	9.3µM*	6%	50*	137%[activator]	0%
COc1cc(NC(=O)CN2C3CCC2CC(O)(c2cccnc2)C3)cc(OC)c1 (configuration not stated)	-11	/	-4%	-4	-23%	-21%
O=C1CCCN1CCCNc1ncnc2c1[nH]c1ccccc12	18	13%	-1%	-3	-2%	0%
NS(=O)(=O)c1ccc(N/C=C/C(=O)c2ccc(Br)cc2)cc1	77*	-11%	0%	61*	115%[activator]	-14%
Cc1ccc(OCC(=O)Nc2ccc(S(=O)(=O)Nc3onc(C)c3C)cc2)cc1	-12	?	22%	-3	12%	89µM*
COc1ccc(C(=O)Oc2cccc(/C=N/NC(N)=S)c2)cc1	51*	-1%	3%	16*	37%[activator]	-6%
CN1CCN(NC(=O)c2cn(-c3ccccc3)nc2-c2ccc(OC(F)F)cc2)CC1	-15	?	-6%	-5	?	-6%
Cc1ccc(S(=O)(=O)N2CCOCC2)cc1C(=O)Nc1ccccc1N1CCCC1	/	-13%	/	/	?	3%
C=CCn1c(-c2sc(-c3ccccc3)nc2C)n[nH]c1=S	25	-16%	0%	2	/	10%
CCN(CC)CCCN(C(=O)c1ccc(OC)cc1)c1nc(-c2ccc(OC)cc2)cs1	-15	-29%	?	-15	1.3µM*	-7%
CNc1nc(OCC#N)nc(N2CCCCC2)n1	-17	24%	-13%	1	?	?
CSc1nnc(C)c(/C=C/Nc2ccc(C)cc2)n1	-5	21%	0%	-3	-9%	7%
CN(CC(=O)O)C(=O)[C@H](Cc1ccccc1)NC(=O)[C@@H](CCCN=C(N)N)NC(=O)[C@@H](N)Cc1ccc(O)cc1	-6	/	6%	-3	/	/
O=C1Nc2c(c(=O)[nH]c(=O)n2-c2ccccc2F)C(C(F)(F)F)(C(F)(F)F)N1	-5	29%	8%	-1	7%	2%
N/C(=N\OC(=O)c1cc(Br)ccc1Cl)c1cccnc1	23	?	0%	9	?	1%
CN(C)CCCn1c2c(c(SCC(=O)Nc3ccc4c(c3)OCO4)nc1=O)CCCC2	/	-1%	/	/	-12%	-1%
COc1ccc(-c2nnc(Nc3nc4c(OC)cccc4s3)o2)c(OC)c1	43*	-37%	-4%	18*	10µM*	-3%
CC(C)(C)OC(=O)N1CCN(c2ccc(NC(=O)Cn3nnc(-c4ccccc4)n3)cc2)CC1	10	/	1%	1	-4%	-22%
COC(=O)c1ccc(NC(=O)COC(=O)C2=NN(c3ccccc3)C(=O)CC2)cc1	/	?	/	/	-28%	2%
O=C(O)C1CCN(C(=O)c2ccccc2Cl)CC1	-18	/	4%	-4	5%	-1%
Cc1ccc(N=Cc2cc(Cc3ccccc3Cl)cc([N+](=O)[O-])c2O)c(O)c1	55	-20%	?	31*	45%[activator]	11µM*
CN1C(=O)/C(=C\c2ccncc2)SC1=Nc1ccccc1	-11	?	4%	-5	?	2%
CC1CCN(c2cc(N(C)CCO)c([N+](=O)[O-])c3nonc23)CC1	23	?	-8%	6	-19%	45µM*
CCOc1ncccc1C(=O)Nc1cccc(-c2nnc3n2CCCCC3)c1	-7	-20%	5%	2	?	-5%
CCc1ccc(NC(=O)CN2C(=O)CC(C)S(=O)(=O)c3ccccc32)cc1 (configuration not stated)	-5	-25%	3%	2	?	-10%
Cc1ccc(S(=O)(=O)NC(=O)Nc2nccs2)cc1	6	32%[activator]	2%	-4	39%[activator]	-15%
CCc1cccc(C)c1NC(=O)COC(=O)CNS(=O)(=O)/C=C/c1ccccc1	17	5%	-1%	-3	-4%	-14%
O=C(NNC(=S)NC(=O)c1ccccc1[N+](=O)[O-])c1ccccc1[N+](=O)[O-]	-8	-20%	?	-4	/	-7%
COCCCNC(=O)CC(NS(=O)(=O)c1ccc(OC)cc1)c1ccc(OC)cc1 (configuration not stated)	14	34%[activator]	-2%	-3	8%	2%
CC(C)Oc1ccc(C(=O)NCCCNC(=O)c2ccccn2)cc1	-4	-20%	3%	-3	19%	3%
COc1cc(NC(=O)COc2ccc(Cl)cc2)ccc1NC(=O)C(C)C	1	-1%	0%	1	76%[activator]	3%
C1CCN(Cc2nnnn2CC2CCCO2)CC1 (configuration not stated)	-18	82%[activator]	-9%	-1	12%	?
CN(C(=O)COC(=O)CCCN1C(=O)c2cccc3cccc(c23)C1=O)C1CCS(=O)(=O)C1 (configuration not stated)	/	16%	/	/	0%	8%
Cc1cnc(NC(=O)C2CCC(C(C)(C)C)CC2)s1 (configuration not stated)	33	?	4%	20*	18%	-2%
CCCc1nnc2c(N(C)S(=O)(=O)c3ccc(C)cc3)nc3ccccc3n12	-6	13µM*	-5%	1	?	-13%
CN(C)CC1Oc2ccccc2OC1(O)c1ccccc1 (configuration not stated)	10	-12%	-2%	11	-3%	0.35µM*
Cc1nnc(SCC(=O)N2CCOCC2)c2ccccc12	-5	5%	-6%	9	3%	3%
COC(=O)c1ccc(NC(=O)CN2CCN(CCO)CC2)cc1	-7	8%	1%	-2	6%	-1%
Cc1nc2ccc(NC(=O)NCCCO)cc2s1	49*	16%	0%	16*	47%[activator]	-1%
Cc1cccc(CNC(=O)C2CCC(=O)N(CCc3cccc(F)c3)C2)n1 (configuration not stated)	0	13%	-17%	-2	8%	5%
CCC(=O)Nc1nc2n(n1)C(c1ccc(OC)cc1)C=C(c1ccccc1)N2 (configuration not stated)	10	?	-23%	9	/	4.5µM*
COCCCNC(=O)c1ccc2nc(Cc3ccc(OC)cc3)oc2c1	111	-1%	7%	32*	5%	1%&5%
Cc1nc(C)c(C(=O)NNS(=O)(=O)c2ccccc2)s1	-22	16%	-8%	8	20%	-10%
Cc1cc(OC(=O)c2ccco2)c2c3c(c(=O)oc2c1)CCC3	-17	?	-1%	-2	-8%	-7%
O=S(=O)(c1ccc(=S)[nH]c1)N1CCCCC1	/	?	/	/	-20%	-13%
CC(=O)c1cccc(NC(=O)C(OC(=O)c2cccs2)c2ccccc2)c1 (configuration not stated)	-9	?	1%	4	-20%	-1%
O=C(NN1C(=O)NC2(CCCCC2)C1=O)c1ccc(-c2ccc([N+](=O)[O-])cc2)o1	11	38%[activator]	/	-1	36%[activator]	?
CCc1cc(C(=O)Nc2cc(S(=O)(=O)N(CC)CC)ccc2N2CCN(C)CC2)sc1C	/	2.6µM*	/	/	?	-14%
Cc1cccc(NC(=O)CCNC(=O)c2ccccc2)c1	-6	15%	5%	-1	-12%	10%
CNC(=O)CCn1nc(-c2ccccc2)c2ccccc2c1=O	17	15µM*	-4%	-1	27%	0%
CCOc1ccccc1N1CCN(C(=O)CNC(=O)c2sc3ccccc3c2Cl)CC1	-7	-6%	-9%	6	-7%	4%

The last 4 records of the part above are carried over, then new ones follow.
SMILES	Shiga toxin inh	Pf growth 96h	Giardia FBPA inh	CHX counter	Pf growth 48h	Sm TGR block
CCc1cc(C(=O)Nc2cc(S(=O)(=O)N(CC)CC)ccc2N2CCN(C)CC2)sc1C	/	2.6µM*	/	/	?	-14%
Cc1cccc(NC(=O)CCNC(=O)c2ccccc2)c1	-6	15%	5%	-1	-12%	10%
CNC(=O)CCn1nc(-c2ccccc2)c2ccccc2c1=O	17	15µM*	-4%	-1	27%	0%
CCOc1ccccc1N1CCN(C(=O)CNC(=O)c2sc3ccccc3c2Cl)CC1	-7	-6%	-9%	6	-7%	4%
CN(C(=O)c1ccc(S(=O)(=O)NC2CCCC2)cc1)C1CCCCC1	-7	?	5%	-1	-2%	-12%
CC(=O)OCCN1CCN(C(=O)CN2C(=O)NC(c3ccccc3)(c3ccccc3)C2=O)CC1	-10	-16%	-2%	-3	-10%	2%
Fc1ccc(-c2ccnc3nc(N4CCN(c5ccccc5)CC4)nn23)cc1	1	-1%	-7%	-3	-29%	-26%
CCCCn1c(N)c(N(CCC(C)C)C(=O)CC2OC(=O)c3ccccc32)c(=O)[nH]c1=O (configuration not stated)	/	4.7µM*	/	/	8.3µM*	2%
CCN(CC)C(=S)SCC(=O)c1c(C)[nH]c2ccccc12	22	?	-10%	15*	-14%	-11%
N=c1c2c3c(sc2nc2n1CCCCC2)CCCC3	29	?	4%	15	-23%	-1%
CCSc1cc(C2C(C(=O)OC)=C(C)NC3=C2C(=O)CCC3)c(C)o1 (configuration not stated)	18	135%[activator]	-6%	4	?	?
CCC(=NCCc1ccc(OC)c(OC)c1)C1=C(O)CC(C)(C)CC1=O	-7	?	2%	-5	?	-14%
Cc1cc(C)n(CC(=O)N2CCCC(C(=O)c3cccc(OC(C)C)c3)C2)n1 (configuration not stated)	-12	36%[activator]	3%	-2	?	-22%
Cc1ccc(NC(=O)CN(c2ccc(Cl)cc2)S(=O)(=O)c2cc([N+](=O)[O-])ccc2Cl)cc1	-3	?	-24%	-7	?	-5%
Cc1ccc2c(c1)N(CC(=O)N1CCCCC1)C(=O)C(C)O2 (configuration not stated)	-9	9.3µM*	0%	-6	2%	-5%
Cc1cccc(S(=O)(=O)Nc2nc3ccccc3nc2NCc2ccco2)c1	-8	?	9%	-4	5%	-8%
CCCCCn1c(=O)[nH]c2cc(C(=O)NCCCN3CCCCC3C)ccc2c1=O (configuration not stated)	-24	12%	1%	-2	9.3µM*	0%
O=C(CO/N=C/c1ccc(OC(F)F)cc1)NCc1cccs1	-3	-4%	5%	1	0%	-14%
CCOC(=O)/C(=C\c1cccnc1)C(=O)c1cc(C(C)=O)c(Nc2ccccc2)s1	-36	/	-6%	-14	?	20µM*
COc1ccc(N=C2SC(CC(=O)Nc3ccc(F)cc3)C(=O)N2Cc2ccco2)cc1 (configuration not stated)	28	?	-4%	12	?	?
Cc1sc2ncnc(N3CCC(C(=O)Nc4ccc(Br)cc4Br)CC3)c2c1C	/	?	/	/	?	-1%
O=C(NC1CCC1)C1CCC(=O)N(Cc2cccc(F)c2)C1 (configuration not stated)	-6	20%	/	18	5%	-17%
CCOc1ccc2nc(NC(=O)CSc3nc4c(c(=O)n(C)c(=O)n4C)n3C(C)C)sc2c1	-21	12µM*	8%	-2	0%	0%
O=C(COC(=O)c1sc2cc(Cl)ccc2c1Cl)Nc1ncc(Cl)cc1Cl	-3	18%	4%	-1	28%	2%

Screens: PubChem BioAssay, National Center for Advancing Translational Sciences (NCATS)
